USP2a block – qHTS Assay for Inhibitors of Ubiquitin-specific Protease USP2a Using CHOP2 as the Reporter; Ubiquitin carboxyl-terminal hydrolase 2 (Homo sapiens), O75604; USP2 core, Ub-CHOP2 coupled fluorogenic reporter, 485/531; Potency, µM (doses to about 38.3 µM), for the others: top-dose activity change, negative = inhibition, actives largely listed as inhibitors; hit rate 0.01% among 330,000;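 also: potency is read from the fitted curve at half-maximal effect; plate controls were DMSO wells for no effect and full inhibition by NEM control for full effect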
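USP2 core (10nM final) preincubated 30min RT with compound in 20mM Tris-HCl pH 8.0, 2mM CaCl2, 2mM beta-mercaptoethanol, 0.05% CHAPS; 25nM Ub-CHOP2 plus 25nM reporter substrate added, fluorescence (Ex485/Em531) read after 60min.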
KCNH2 3.1 block – qHTS for Inhibitors of KCHN2 3.1: Mutant qHTS | AID 720553, 2013 | activity change, % (tested at about 1.8 µM) | Potassium voltage-gated channel subfamily H member 2, brain isoform KCNH2 3.1 (human) | U2OS KCNH2 3.1, thallium flux FluxOr; active compounds read low | hit rate 0.95% among 340,000;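 active = maximum activity change below -70%; inconclusive = maximum activity change from -70% to -50%; inactive = maximum activity change above -50%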;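 also: thallium influx rate constant from kinetic fluorescence after stimulation buffer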
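Virally transduced U2OS (3.1 isoform, 4 h infection in dark at RT) → overnight 37 C → FluxOr + Red40 in HBSS/HEPES, 45 min → stimulation buffer, 2 min kinetic read → rate constant vs DMSO controls.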
Chronic BCR inh – qHTS Assay to Find Inhibitors of Chronic Active B-Cell Receptor Signaling | ABC-DLBCL IkBa-CBG/CBR reporter, luminescence ratio, 4 h | Potency, µM (highest dose often 46.1 µM), inactives show top-dose ratio change, negative = lower green/red ratio, most hits filed as inhibitors | hit rate 0.05% among 340,000; active = well fitted inhibition curve with a large enough effect in the signal ratio, with a control signal flat, not every such curve was filed as active; inconclusive = small, poorly fitted or top-dose-only effect, or effect the other way, or a change in a side signal; the % refers to the signal ratio;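 also: potency is read from the fitted curve at half-maximal effect; plate controls were basal doxycycline-induced cells for no effect and cells given 10 µM MG132 for full effect; MG132 reads +100%, hits lower the ratio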
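Cell line TMD8 (human ABC DLBCL), stably expressing tet-inducible CBG68-IkBa fusion and CBR; IMDM/0.5% FBS; cpd up to 46 uM; dox induction, 4 h, 37C/5% CO2; dual luminescence; green/red ratio; MG132 control.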
KCNH2 WT inh – qHTS for Inhibitors of KCHN2 3.1: Wildtype qHTS | Voltage-gated inwardly rectifying potassium channel KCNH2 (Homo sapiens), Q12809 | U2OS, BacMam KCNH2, thallium flux FluxOr; active compounds read low | activity change, % at 1.84 µM | hit rate 0.37% among 340,000 | AID 720551, 2013;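 active = maximum activity change below -70%; inconclusive = maximum activity change between -70% and -50%; inactive = maximum activity change above -50%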
Target sequence (Q12809 whole entry, looked up): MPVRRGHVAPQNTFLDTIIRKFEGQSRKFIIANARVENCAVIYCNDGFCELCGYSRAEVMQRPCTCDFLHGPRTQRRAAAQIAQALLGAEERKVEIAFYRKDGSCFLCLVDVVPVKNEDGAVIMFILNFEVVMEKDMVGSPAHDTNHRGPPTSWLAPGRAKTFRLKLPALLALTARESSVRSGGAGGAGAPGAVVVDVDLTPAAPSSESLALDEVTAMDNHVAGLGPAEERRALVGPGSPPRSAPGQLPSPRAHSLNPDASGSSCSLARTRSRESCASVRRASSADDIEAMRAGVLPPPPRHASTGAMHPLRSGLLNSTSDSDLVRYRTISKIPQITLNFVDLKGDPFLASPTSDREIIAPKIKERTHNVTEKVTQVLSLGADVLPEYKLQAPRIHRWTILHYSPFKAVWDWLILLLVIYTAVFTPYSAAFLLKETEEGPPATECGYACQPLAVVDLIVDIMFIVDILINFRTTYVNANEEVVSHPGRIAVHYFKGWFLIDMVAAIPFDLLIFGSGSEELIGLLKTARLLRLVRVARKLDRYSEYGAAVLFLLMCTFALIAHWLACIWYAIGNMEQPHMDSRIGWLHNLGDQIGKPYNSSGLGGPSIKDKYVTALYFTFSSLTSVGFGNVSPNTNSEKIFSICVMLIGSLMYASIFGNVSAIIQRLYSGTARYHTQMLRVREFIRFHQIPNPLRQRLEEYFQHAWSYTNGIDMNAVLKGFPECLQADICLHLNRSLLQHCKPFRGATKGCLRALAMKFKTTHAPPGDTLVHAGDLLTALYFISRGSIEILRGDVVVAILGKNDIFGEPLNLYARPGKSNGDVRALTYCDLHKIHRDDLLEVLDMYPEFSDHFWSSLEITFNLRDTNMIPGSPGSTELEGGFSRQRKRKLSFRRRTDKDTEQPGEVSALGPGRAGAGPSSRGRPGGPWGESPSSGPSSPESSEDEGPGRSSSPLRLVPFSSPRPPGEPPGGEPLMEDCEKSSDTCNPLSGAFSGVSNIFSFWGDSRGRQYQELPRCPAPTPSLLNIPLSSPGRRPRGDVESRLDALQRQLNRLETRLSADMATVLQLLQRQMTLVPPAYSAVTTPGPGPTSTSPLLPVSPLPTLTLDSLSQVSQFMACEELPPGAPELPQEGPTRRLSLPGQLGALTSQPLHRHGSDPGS
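U2OS cells were transduced with wild-type KCNH2 virus (2.03 x 10^8 / mL) for 4 h at room temperature, then cultured overnight at 37 C. Thallium flux was read with FluxOr dye. Rate constants were normalized to DMSO controls.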
Coupling enz – qHTS Assay for Inhibitors of Fructose-1,6-bisphosphate Aldolase from Giardia Lamblia: Coupling assay counterscreen; coupling enzyme system counterscreen, AmpLite Red fluorescence; activity change, negative = inhibition, % at 58.2 µM, hits read low; AID 2472, 2010; hit rate 0.67% among 290,000; in the data active = activity change below about -30%
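Counterscreen of the coupled detection system alone, without aldolase: glyceraldehyde-3-phosphate coupling enzymes plus AmpLite Red readout. Compounds at 57.5 uM final, 10 min RT preincubation, 20 min RT reaction, fluorescence 525/598 nm.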
Giardia killer – Small Molecules that selectively kill Giardia lamblia: qHTS. activity change, % at 7.66 µM, hits read low. AID 540267, 2011. hit rate 0.15% among 340,000. Giardia lamblia trophozoite viability; in the data active = activity change below about -80%; inconclusive = between about -30% and that limit;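 also: parasites exposed to compound for two days anaerobically before the ATP read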
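Trophozoites 100 cells/well + cpd; 48 hrs, 37 deg C, anaerobic. ATPLite 1-Step added, 15-30 min RT, luminescence read (ATP-based viability).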
B2AR arrestin – qHTS assay of beta-arrestin-biased ligands of beta2-adrenergic receptor; Beta-2 adrenergic receptor (Homo sapiens), P07550; beta-arrestin recruitment to beta2AR, cell-based reporter; Potency, µM (doses to about 46.1 µM), inactives show at the highest dose activation, actives largely listed as activators; hit rate 0.02% among 330,000; AID 492947, 2010;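 also: potency is read from the fitted curve at half-maximal effect; 0% = DMSO controls and full agonism = EC100 isoproterenol or metaproterenol; nearly all actives have a fitted effect of over 65% in size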
GALK inhibitor – qHTS Assay for Inhibitors of Human Galactokinase (GALK); Potency, µM (top dose mostly 57.5 µM), for the others: at the highest dose activity change, negative = inhibition, hits mostly inhibitors; Purified GALK, Kinase-Glo residual ATP luminescence; hit rate 0.007% among 270,000; AID 1868, 2009; P51570; also: potency is read from the fitted curve at half-maximal effect
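ATP-depletion format; final 35 uM ATP, 100 uM D-galactose, 5 nM enzyme; pH 8.0 HEPES/Mg2+ buffer; 60 min RT; luminescence read 10 min after detection reagent.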
uPA generation – qHTS for Inhibitors of Cell Surface uPA Generation; Potency, µM (top dose mostly 38.3 µM), without a hit: at the top dose activity change, negative = inhibition, actives largely listed as inhibitors; cell surface uPA generation assay, qHTS; hit rate 0.31% among 330,000; active = well fitted inhibition curve with a large enough effect; inconclusive = small, poorly fitted or top-dose-only effect; inactive = no such curve, though single readings can be large or run the other way; tested in mouse RAW 264.7 cells; also: potency is read from the fitted curve at half-maximal effect; nearly all actives have a fitted effect of over 55% in size
Eya2 inh – qHTS Assay for Inhibitors of the Phosphatase Activity of Eya2 | Protein phosphatase EYA2 (Homo sapiens), O00167 | Potency, µM (doses to about 76.9 µM), inactives show top-dose activity, negative = inhibition, actives largely listed as inhibitors | hit rate 0.006% among 330,000 | recombinant Eya2, OMFP fluorescence dephosphorylation (OMFP is methylfluorescein phosphate); also: potency is read from the fitted curve at half-maximal effect
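Eya2 protein (added as 0.2 uM solution) was preincubated with compound for 10 min at ambient temperature in 50 mM HEPES pH 7.5, 50 mM NaCl, 5 uM MgCl2, 0.05% BSA, 1 mM DTT. OMFP (added at 50 uM) then reacted 10 min; fluorescence read at 485/525 nm.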
PKM2 activator – qHTS Assay for Activators of Human Muscle isoform 2 Pyruvate Kinase | Pyruvate kinase PKM (Homo sapiens), P14618 | purified PKM2, Kinase-Glo ATP luminescence, activation; response scale: 0% is enzyme alone, no compound | Potency, µM (titrated, usually from 57.5 µM), for the others: at the highest dose activation, actives largely listed as activators | hit rate 0.34% among 260,000 | AID 1631, 2009; also: potency is read from the fitted curve at half-maximal effect; nearly all actives have a fitted effect of over 55% in size
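hPK-M2, >95% pure; 0.1 mM ADP / 0.5 mM PEP final; imidazole pH7.2 buffer w/ 7 mM MgCl2, 50 mM KCl; 1 h RT; Kinase-Glo lum. Intermediate enzyme activity for dual inhibitor/activator qHTS.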
* marks the source's active call; other numbers are inactive results; ? = inconclusive; nt = not tested or not shown; [ ] = dose if it differs, or a comment. Unless noted, calls follow the shape of the dose curve; as a rule, active = well fitted curve in the direction sought with a large enough effect; inconclusive = small, poorly fitted or top-dose-only effect, or another doubt; inactive = no such curve, though single readings can be large; an effect the other way counts as inactive or inconclusive. Unless noted, % is scaled to controls: 0 for no effect and ±100 for the full control effect.

| mol | USP2a block | KCNH2 3.1 block | Chronic BCR inh | KCNH2 WT inh | Coupling enz | Giardia killer | B2AR arrestin | GALK inhibitor | uPA generation | Eya2 inh | PKM2 activator |
| --- | --- | --- | --- | --- | --- | --- | --- | --- | --- | --- | --- |
| CCCCCN1CC(O)=C(c2nc(-c3ccc(Cl)cc3)cs2)C1=N | 1% | 9 | 5% | -6 | nt | -11 | 0.0% | 0% | -7% | 16% | -9% |
| Cc1ccc(S(=O)(=O)N2CCC(C(=O)Nc3cccnc3)CC2)cc1 | 2% | -5 | 2% | 5 | nt | -25 | -0.2% | nt | 2% | 4% | nt |
| CCOCCCNC(=O)c1c(-c2ccccc2)noc1C | 0% | 19 | 0% | -3 | 4 | ? | 0.0% | -2% | -7% | 31% | 0% |
| O=C(NCC1CCCO1)C1CCCN1C(=O)Nc1ccc(Cl)c(Cl)c1 (configuration not stated) | 0% | 3 | -5% | 0 | 5 | 6 | 0.1% | 9% | 1% | 1% | -5% |
| CC(C)c1ccc(/C=N/NC(=O)c2cccc(S(=O)(=O)N3CCOCC3)c2)cc1 | 3% | -25 | 11% | 4 | 3 | -10 | 0.1% | -8% | -3% | 10% | -3% |
| O=C(/C=C/c1ccccc1)N1CCCN(C(=O)/C=C/c2ccccc2)CC1 | 1% | -1 | 6% | 27 | -1 | -5 | -0.3% | -3% | -1% | 19% | 0% |
| O=C(CN1CCC(NC(=O)c2ccccc2F)CC1)Nc1ccc2c(c1)OCO2 | 1% | -4 | -15% | -2 | 4 | -7 | 0.3% | -1% | -10% | 0% | 0% |
| Cc1ccc2oc3c(c(=O)c2c1)C(c1cccc(Cl)c1)N(CCCN1CCOCC1)C3=O (configuration not stated) | 0% | 9 | ? | 20 | -1 | -11 | 9.1% | 1% | -26% | 16% | 1% |
| CCOC(=O)CCC(=O)Nc1ccccc1C(N)=O | -8% | 15 | ? | 4 | 2 | -7 | -0.1% | -3% | -2% | -4% | -4% |
| COc1ccccc1N1CCN(C(=O)CCN2C(=O)c3cccc4cccc(c34)C2=O)CC1 | 0% | 11 | -24% | -29 | 0 | -1 | -0.5% | 0% | 0% | -1% | -7% |
| CC1CCCCC12NC(=O)N(CC(=O)Nc1cccnc1Cl)C2=O (configuration not stated) | 2% | 8 | 5% | 4 | nt | 10 | 0.5% | -1% | 3% | 0% | nt |
| CC(C)CN(C(=O)CN(C)S(=O)(=O)c1ccc(Cl)cc1)C1CCS(=O)(=O)C1 (configuration not stated) | 0% | -18 | 1% | -11 | 2 | 8 | 6.9% | 0% | 10% | 8% | -8% |
| Nn1c(SCC(=O)Nc2ccc3c(c2)OCO3)nnc1C1CC1 | 1% | -8 | ? | 8 | 2 | -5 | -0.1% | 0% | 6% | 2% | -2% |
| CCCNc1nc2c(c(=O)[nH]c(=O)n2C)n1CCc1ccccc1 | 2% | 16 | 14% | 0 | -2 | -12 | 0.1% | 1% | 2% | 19% | -5% |
| O=C(COC(=O)c1cc(-c2ccc(Cl)s2)nc2ccccc12)NCc1ccco1 | ? | 5 | ? | -9 | -3 | -5 | 0.2% | 2% | -5% | -6% | 7% |
| CCc1cc(/C(Cc2ccccn2)=N\O)c(O)cc1O | -2% | 19 | ? | -28 | 5 | 40[activator] | -3.8% | 0% | nt | -24% | 0% |
| CC(=O)c1cc2c(ccc3ccccc32)oc1=O | 0% | -6 | 6% | 8 | 1 | 27 | 0.0% | 0% | 0% | 3% | 1% |
| O=c1[nH]c(COc2ccc(Br)cc2Cl)nc2ccccc12 | 0% | 1 | 11% | -15 | nt | -16 | -0.2% | 0% | -8% | -16% | 2% |
| COC(=O)[C@@H]1CC[C@H](C)[C@@H](c2ccc(C)cc2)N1C(=O)c1ccc(/C=N/O[C@H](C)c2cn([C@@H]3COC[C@H]3O)nn2)cc1 | -1% | nt | 0% | nt | 5 | nt | -0.3% | nt | nt | -3% | -2% |
| COc1ccccc1C(=O)Nc1nnc(-c2ccccc2)s1 | 0% | 49 | ? | 0 | 0 | 6 | -1.0% | 5% | -4% | -3% | 0% |
| COC(C[C@@H]1O[C@@H]1[C@@H](O)COCc1ccccc1)OC | -4% | 1 | 1% | -28 | -2 | 3 | -0.5% | -3% | -16% | 1% | -1% |
| O=C1/C(=C/C=C/c2ccccc2)Oc2c1ccc(O)c2CN1CCN(CCO)CC1 | ? | 0 | ? | 4 | 0 | -19 | 0.5% | 2% | ? | -8% | -3% |
| CC(NC(=O)C1CCC(CNC(=O)[C@@H]2Cc3ccccc3CN2)CC1)c1ccccc1 (some centres not stated) | 1% | 0 | ? | -2 | 0 | ? | 0.0% | 0% | -3% | 2% | nt |
| CC(C)(C)C(=O)Nc1nnc(SCC(=O)NC2CCCC2)s1 | 0% | -1 | 0% | 5 | 2 | -20 | 0.2% | 5% | 1% | 2% | nt |
| CN1C(=O)[C@H]2[C@@H](C3CC3)N3C(=O)CN(Cc4ccc(-c5ccccc5)cc4)C(=O)[C@@]3(C)[C@H]2C1=O | -1% | nt | ? | nt | -1 | 13 | -1.1% | nt | -1% | 6% | 0% |
| Cc1ccc(OCC(=O)Nc2ccc3c(c2)nc(CCN2CCOCC2)n3C)cc1 | 5% | 1 | ? | -7 | 1 | 9 | -0.4% | 4% | -5% | -6% | 15% |
| Nc1c(C(=O)NCc2ccc3c(c2)OCO3)nnn1-c1ccc(OC(F)(F)F)cc1 | -8% | -3 | ? | 3 | 3 | 23 | 0.0% | 1% | -3% | -14% | -4% |
| Cc1ccn2cc(-c3ccc(NS(=O)(=O)c4ccccc4)cc3)nc2c1 | 2% | -12 | 3% | 9 | -13 | 7 | 0.4% | 0% | -7% | 0% | 2% |
| Cc1c(C)c2cc3c(C)coc3cc2oc1=O | 2% | -3 | -2% | 9 | 0 | -12 | 0.1% | 1% | -1% | -9% | nt |
| COc1ccccc1N/C=C1/Sc2cc(Cl)ccc2NC1=O | 0% | nt | ? | nt | 3 | nt | 0.2% | 6% | nt | -9% | 6% |

| mol | USP2a block | KCNH2 3.1 block | Chronic BCR inh | KCNH2 WT inh | Coupling enz | Giardia killer | B2AR arrestin | GALK inhibitor | uPA generation | Eya2 inh | PKM2 activator |
| --- | --- | --- | --- | --- | --- | --- | --- | --- | --- | --- | --- |
| C/C(=N\NC(=S)NC1CCCCC1)c1ccc(C)o1 | 2% | -6 | ? | -12 | 3 | 9 | ? | -1% | 2% | 1% | 2% |
| O=C(Nc1ccc(Cl)c(S(=O)(=O)N2CCCCC2)c1)c1ccncc1 | 0% | 0 | ? | -22 | nt | -12 | 0.3% | nt | -1% | 29% | nt |
| CCn1ncc(/C=N\NC(=O)COc2ccccc2)c1C | 1% | 1 | 3% | 1 | 4 | -16 | -0.5% | 2% | -2% | -2% | -9% |
| CCCCS(=O)(=O)N1CCC(C(=O)Oc2ccccc2OC)CC1 | 1% | 0 | 1% | -28 | 1 | -1 | -0.1% | 7% | -27% | -1% | -2%[11.5 µM] |
| O=C(N/N=C/c1ccccn1)C1CC1 | 8% | 9 | 7% | -1 | 0 | -12 | 0.4% | 3% | 6% | 9% | 2% |
| COc1ccccc1N(CC(=O)Nc1ccc(F)c(F)c1)S(C)(=O)=O | 3% | -1 | 12% | -5 | 2 | -5 | -0.4% | -6% | 1% | -28% | 5% |

Entries of single compounds from above. Order of values: USP2a block, KCNH2 3.1 block, Chronic BCR inh, KCNH2 WT inh, Coupling enz, Giardia killer, B2AR arrestin, GALK inhibitor, uPA generation, Eya2 inh, PKM2 activator
Profile of CCCCS(=O)(=O)N1CCC(C(=O)Oc2ccccc2OC)CC1 → 1%, 0, 1%, -28, 1, -1, -0.1%, 7%, -27%, -1%, -2%[11.5 µM]
Profile of C/C(=N\NC(=S)NC1CCCCC1)c1ccc(C)o1 → 2%, -6, ?, -12, 3, 9, ?, -1%, 2%, 1%, 2%
